Source: PubChem BioAssay
HIV RNase H inh – HIV-1 RT RNase H inhibitors, primary screen, biochemical, fluorescence. Gag-Pol polyprotein (Human immunodeficiency virus type 1 group M subtype B (isolate …. RT-RNase H RNA/DNA duplex cleavage. inhibition, % at 10 µM. hit rate 1.9% among 65,000. AID 565, 2006; in the data active means inhibition above about 50%
RmlC RmlD mix – RmlC and RmlD coupled enzyme inhibitors, primary screen, biochemical, 384-well, compound mixtures, retest | inhibition, % at 5.5 µM | hit rate 0.39% among 110,000 | RmlC/RmlD coupled enzyme inhibition, 384-well mixture HTS | AID 1532, 2009; in the data active means inhibition above about 30%, passing the limit was not always enough; further: strong numbers were not always called active
Numbers without * were called inactive; i = inactive; / = no result given. These rows are one share of the data; count on the stated rates, not on these rows.

smiles	HIV RNase H inh	RmlC RmlD mix
O=C(Nc1ccccc1)OCC1CCCN2CCCCC12 (centres undefined)	-4	0
COC(=O)Nc1ccc(S(=O)(=O)N2CCCc3ccccc32)cc1	0	-9
CCOC(=O)c1sc(=S)n(-c2ccc(C)cc2)c1SC	/	13
Cn1c(C(=O)NCCCN2CCCC2=O)cc2c(=O)n(C)c3ccccc3c21	-8	7
Cn1c(-c2ccc3c(c2)OCO3)cnc1N	-16	0
Cc1nn(C)c(C)c1CNC(=O)c1cc2n(n1)C(C(F)(F)F)CC(c1cccs1)N2 (centres undefined)	5	-4
O=C1Nc2ccc(S(=O)(=O)NCc3ccccn3)c3cccc1c23	-31	/
CC(C)OCCCNC(=O)c1ccc(N(C)S(C)(=O)=O)cc1	-2	4
Cc1nc2ccc(C(=O)O)cc2c2c1CC(C)S2 (centres undefined)	63*	-1
CCOC(=O)C1(c2csc(N)n2)COC(=O)C1 (centres undefined)	5	-9
O=C(CC1=NCCNC(c2ccccc2)C1)c1ccccc1O (centres undefined)	-16	/
C/C=C(/C)C(=O)O[C@@H]1[C@H](OC(=O)C=C(C)C)c2c(ccc3ccc(=O)oc23)OC1(C)C	/	-7
CC1CCCCC1N1CN=C(Nc2nc3ccccc3s2)NC1 (centres undefined)	/	0
COc1ccccc1NC(=O)CN1CCN(S(=O)(=O)c2ccc(Br)cc2)CC1	-2	/
COC(=O)CCN(c1ccccc1)S(=O)(=O)c1ccc(OC)cc1	-4	-7
O=C(CCC1CCCCC1=O)c1ccccc1 (centres undefined)	0	/
CCSc1nnc(C)n1-c1ccc(C(=O)O)cc1	41	-6
CS(=O)(=O)N(CC(=O)NCc1ccc2c(c1)OCO2)Cc1ccc(Cl)cc1	-12	-7
COc1ccc2sc(NC(=O)CC(C)C)nc2c1	1	-228
CCOC(=O)CNC(=O)c1sc(NC(=O)c2ccccc2)nc1C	/	6
CC(=O)N(/N=C1\Sc2ccccc2C1=O)c1ccccc1	/	-7
Cc1c(-c2ccccc2)nc(N)c(C#N)c1-c1cccs1	/	-10
CC(C)CCOCC1CC2(CC(C)(c3csc(N)n3)OC2=O)C(=O)O1 (centres undefined)	-3	-2
CCN1C(=O)c2ccc(C(=O)O)cc2C1=O	-4	-8
Cc1cccc(NC(=O)Cn2cnc3ccc(S(=O)(=O)N4CCC(C)CC4)cc3c2=O)n1	7	4
Cc1cccc(-c2nnn(CC/C(N)=N/O)n2)c1	-7	-9
O=C(N1CCOCC1)N(Cc1ccco1)CC1CCCO1 (centres undefined)	2	-10
O=C(O)c1c[nH]c(=S)n1-c1ccc(F)cc1	/	11
NC(=O)C1=C[C@H](c2ccc(Br)cc2)C[C@H](OCc2ccc(CO)cc2)O1	/	12
COC(=O)CCS(=O)(=O)c1ccc(Cl)c(Cl)c1	-7	4

Profiles, quoted from the list. Order of values: HIV RNase H inh	RmlC RmlD mix
`Cc1c(-c2ccccc2)nc(N)c(C#N)c1-c1cccs1` reads /	-10
`Cn1c(-c2ccc3c(c2)OCO3)cnc1N` reads -16	0

The list continues:
smiles	HIV RNase H inh	RmlC RmlD mix
O=C(NCCCn1ccnc1)c1cn(-c2ccccc2)nc1-c1ccccc1	3	-8
C=CCOC(=O)C1=C(C)NC(SCC(=O)N(CC)CC)=C(C#N)C1c1ccco1 (centres undefined)	4	-9
COc1ccc(-c2nn3cnnc3s2)cc1OC	-9	-8
O=C(COC(=O)Cn1cnc2ccccc21)NCCc1ccccc1	-9	3
CCC(Sc1nc(C)cc(C)n1)C(=O)NC1=NN=C(c2ccc(C)cc2)CS1 (centres undefined)	/	-8
COC(=O)Cc1c(C)nc2nc(Cc3ccccc3)[nH]n2c1=O	3	7
COC(=O)c1ccc(CSc2nc3c(cnn3-c3ccc(F)cc3)c(=O)[nH]2)o1	7	-10
Clc1ccc(C2[C@H]3CN(CC4CCCCC4)[C@H](c4ccccc4)C34CC2(c2cccnc2)C4)cn1 (some centres undefined)	/	-7
O=C1Nc2ccccc2C12OCC1(CO2)COC2(OC1)C(=O)Nc1ccccc12 (centres undefined)	-2	6
COC(=O)c1ccc(C(NC(=O)OCc2ccccc2)/C(F)=C/[C@@H](C)C(=O)O)cc1 (some centres undefined)	/	3
O=C(NCCC1=CCCCC1)c1cnccn1	-13	-18
Cc1ccsc1C(=O)NNC(=S)NCC(C)C	/	9
COc1ccc(CN2CC(C(=O)NCCCN3CCN(Cc4ccccc4)CC3)CC2=O)cc1 (centres undefined)	-2	/
O=c1c2ccccc2nc(-c2ccccc2)n1CCN1CCOCC1	-1	9
O=c1sc2ccccc2n1COc1ccc(Cl)cc1	/	-7
CSc1nc(N2CCN(CCO)CC2)c2sc3nc(-c4ccco4)c4c(c3c2n1)CCC4	-39	/
N#Cc1ccc(Oc2nc(C(N)=O)cc(-c3ccccc3)n2)cc1	/	-12
CCOC(=O)c1c(NC(=O)c2cccs2)sc(C(=O)N(C)C)c1C	/	-8
COc1cccc(N2CC34C=CC(O3)C(C(=O)O)C4C2=O)c1 (centres undefined)	-1	13
CCOC(=O)c1cnc(SCC(=O)Nc2cc(OC)ccc2OC)nc1N	/	3
CCCNC(=O)N1CCN(c2ncccn2)CC1	0	10
O=S(=O)(O)CCS	/	3
O=C(CN1CCC(O)(c2ccc3c(c2)OCO3)CC1)OC1CCCCC1	0	10
CCC(OC(=O)c1ccco1)C(=O)NCc1ccc(C)cc1 (centres undefined)	3	-1
CCC(Oc1ccccc1)C(=O)Nc1nnc(C(F)(F)F)s1 (centres undefined)	-8	-10
CCOC(=O)c1c(NC(=O)CSc2nnc(C)c(=O)[nH]2)sc2c1CCC2	3	3
O=C(CN1CCN(c2ccc(F)cc2)CC1)Nc1nnc(-c2ccccc2)s1	2	6
CCn1c(CNC(=O)Cc2ccc(OC)cc2)nnc1SCCOc1ccccc1	/	-14
Cc1cc(-n2nc(C)cc2C)nc(N)n1	-17	-8
CCCNC(=O)c1cccc(COCC(F)(F)F)c1	/	8

Molecules above that have bromine (2):
smiles	HIV RNase H inh	RmlC RmlD mix
COc1ccccc1NC(=O)CN1CCN(S(=O)(=O)c2ccc(Br)cc2)CC1	-2	/
NC(=O)C1=C[C@H](c2ccc(Br)cc2)C[C@H](OCc2ccc(CO)cc2)O1	/	12

Following part.
smiles	HIV RNase H inh	RmlC RmlD mix
COc1ccc(C(C)(C)C)cc1NC(=O)c1cncc(Br)c1	/	-10
S=C(c1ccc(-c2cc(Cl)ccc2Cl)o1)N1CCOCC1	-39	-22
COc1ccc(C(=O)CN2CCOCC2)cc1F	-15	-14
O=C(CN1CCC(n2nnc3cc(F)ccc32)CC1)Nc1ccccc1N1CCOCC1	-4	7
CCC(CC)C(=O)Nc1cc(NC(=O)C(CC)CC)cc(C(=O)O)c1	3	11
C=C(C)CSc1nnc([C@@H](NC(=O)OC(C)(C)C)C(C)CC)o1 (some centres undefined)	-4	3
CN(C)c1nc(N)nc(-c2ccco2)n1	-5	11
CCCn1nnc(NC(=O)c2ccc(OCC)c(Cl)c2)n1	-3	-11
COc1cccc(C(C(=O)NC2CCCCC2)N(C(=O)Cc2cccs2)c2ccc(-n3cnnn3)c(OC)c2)c1 (centres undefined)	/	4
COc1ccc(C2(CNC(=O)Cc3ccc(OC)c(OC)c3)CCOCC2)cc1	/	-10
CC(C)(C)C(=O)Cn1ncc(NC2CC2)c(Br)c1=O	/	22
CN(C)c1ncc(C2=C(Cl)C(=O)C(N3CCCC3)=C(Cl)C2=O)s1	/	10
Cc1onc(-c2ccccc2Cl)c1C(=O)OCn1nnc2ccccc2c1=O	-52	-5
CCc1nnc(NC(=O)C2CCCN2C(=O)NC2CCCCC2)s1 (centres undefined)	-52	-18
O=C(NNC(=O)C1CCCCC1)c1cnccn1	/	-14
O=S(=O)(Nc1nc2ccccc2nc1NCCN1CCOCC1)c1cccc(Cl)c1	2	1
COc1ccc(C2CC(=O)c3cnc(NC(=O)c4cccc(OC)c4)nc3C2)cc1 (centres undefined)	-1	-9
COC(=O)c1c(C)oc2ccc(OC(=O)N3CCOCC3)cc12	-23	-9
COC(=O)C(Cc1ccc(O)cc1)NC(=O)CCC(=O)Nc1ccc(S(N)(=O)=O)cc1 (centres undefined)	-2	-30
O=C(O)c1cc(=O)c2c(Cl)cc(Cl)cc2[nH]1	/	8
Cc1c(NC(=O)C(C)N2C(=O)c3ccccc3C2=O)c(=O)n(-c2ccccc2)n1C (centres undefined)	-6	12
COC(=O)c1[nH]c2cc(OC)ccc2c1NC(=O)CN1CCC(C(N)=O)CC1	-3	10
CCOc1ccccc1OCCOCCN1CC(C)OC(C)C1 (centres undefined)	1	-7
Cn1c(/C=N/c2nc3ccccc3[nH]2)nc2ccccc21	3	12
O=C(NC1CCCCC1)C1CCN(S(=O)(=O)N2CCOCC2)CC1	8	-9
S=C1NCCOCCOCCOCCN1	/	-2
COc1ccc(-c2nc(Cn3c(SCc4ccccc4F)nc4ccncc43)c(C)o2)cc1	/	-13
Nc1c(C(=O)NCc2ccco2)c2nc3ccccc3nc2n1Cc1ccc(F)cc1	37	-19
CC(=O)N1CCc2c(sc(NC(=O)CN3C(=O)CCC3=O)c2C(N)=O)C1	44	-9
Cc1cc(C)nc(-n2nc(C)cc2NC(=O)CN2CCc3ccccc3C2)n1	-28	-6

4 entries from above, ordered by molecular weight, falling:
smiles	HIV RNase H inh	RmlC RmlD mix
Nc1c(C(=O)NCc2ccco2)c2nc3ccccc3nc2n1Cc1ccc(F)cc1	37	-19
COc1ccc2sc(NC(=O)CC(C)C)nc2c1	1	-228
CCSc1nnc(C)n1-c1ccc(C(=O)O)cc1	41	-6
Cc1cc(-n2nc(C)cc2C)nc(N)n1	-17	-8

Additional structures:
smiles	HIV RNase H inh	RmlC RmlD mix
Cc1ccc(N2CC(C(=O)Nc3nccs3)CC2=O)cc1 (centres undefined)	2	6
Cc1onc(-c2ccccc2)c1C(=O)Nc1cccnc1	6	5
Cc1cc2nc(-c3ccc(SCC(=O)Nc4ccc5c(c4)OCCO5)nc3)[nH]c2cc1C	/	-8
CCOC(=O)c1ccc2c(c1)nc(SC/C(O)=C(\C#N)c1nc3ccccc3[nH]1)n2CC	33	-13
CCc1nnc(NC(=O)CSc2nnc(-c3ccc(S(=O)(=O)N4CCCC4)cc3)n2CC)s1	/	-15
COC(=O)Nc1ccc(S(=O)(=O)NCCO)cc1	/	10
Cc1ccccc1NC(=O)/C(=C/c1ccccc1)c1ccccc1	/	2
Cc1cc(C)n(CC2CC(=O)N(c3ccc(Cl)c(Cl)c3)C2=O)n1 (centres undefined)	1	-49
CSc1cc(-c2ccccc2)n(Cc2c(Cl)cccc2Cl)c(=O)c1C#N	/	-13
COc1ccc(C2SCC(C(=O)O)N2C(C)=O)cc1 (centres undefined)	/	i
COc1ccc(N(C(=O)c2cccc(OC)c2OC)C2C=CS(=O)(=O)C2)cc1 (centres undefined)	-19	-8
C#CCOCCOCCOCCNc1nc(N2CCN(C(=O)[C@H](Cc3ccc(O)cc3)n3cc([C@@H](N)CC(C)C)nn3)CC2)nc(N2CCN(C(=O)[C@H](Cc3cc4ccccc4[nH]3)n3cc([C@@H](N)CC(C)C)nn3)CC2)n1	/	-10
C=C(C)CSc1nc2nc(C)c(Br)cc2[nH]1	/	-12
O=C(CSc1nnc(COc2ccc3c(c2)CCCC3)o1)Nc1ccc(F)cc1	59*	5
COc1cc2sc3ccc(-c4ccc(N(C)C)nc4)cc3c(=O)c2cc1OC	/	2
Cc1ccc(-c2cc(C(F)F)nc(N3CCC(C)CC3)n2)cc1	3	-16
CCCS(=O)(=O)NCc1cn2cccc(C)c2n1	-13	9
Cc1onc(-c2ccccc2Cl)c1C(=O)Oc1cc(N)n(S(=O)(=O)c2ccc(F)cc2)n1	-9	3
O=C1CN(C(=O)c2ccc(Br)o2)C(c2ccccc2)c2cc(Br)ccc2N1 (centres undefined)	-5	/
O=C(OCC(=O)N1CCc2ccccc21)c1cccnc1Cl	/	-22
Cc1ccc(NC(=O)c2ccc(CSc3nnc(-c4ccncc4)n3C)cc2)c(C)c1	/	2
COc1ccc(C(=O)C2CCCCC2=O)cc1 (centres undefined)	-3	-18
CCN(CC)S(=O)(=O)c1cccc(C(=O)Nc2ccccc2)c1	-11	4
Cc1sc2ncnc(N3CCN(CCOc4ccc(Cl)cc4)CC3)c2c1C	/	-9
Cc1ccc(-c2ccc(=O)n(CC(=O)NCCN3CCCCC3C)n2)cc1 (centres undefined)	-10	-10
CS(=O)(=O)N(Cc1ccc(Cl)cc1)c1ccc(C(=O)N2CCN(c3ccccc3)CC2)cc1	/	-6
C#CCNC(=O)C1=C[C@H](c2ccc(Br)cc2)C[C@H](OCCCCO)O1	/	-3
CCOC(=O)c1cccc(NC(=O)CN(C)S(=O)(=O)c2cnc[nH]2)c1	-6	-8
CCCCCn1c(CNC(C)=O)nc2ccccc21	-17	-1
CCN(CCCn1c(SCC#N)nc2ccccc2c1=O)c1ccccc1	-2	9
CC1CCCC(C)N1C(=O)c1cc(-c2cccs2)on1 (centres undefined)	-5	-11
Cc1ccc(NC2=NC3(CCCCC3)N=C(N)N2)c(C)c1	-8	0

A few values from the list:
HIV RNase H inh with COC(=O)Cc1c(C)nc2nc(Cc3ccccc3)[nH]n2c1=O stands at 3
HIV RNase H inh with O=C(CN1CCC(n2nnc3cc(F)ccc32)CC1)Nc1ccccc1N1CCOCC1 stands at -4
RmlC RmlD mix with CN(C)c1ncc(C2=C(Cl)C(=O)C(N3CCCC3)=C(Cl)C2=O)s1 stands at 10
HIV RNase H inh with Cn1c(-c2ccc3c(c2)OCO3)cnc1N stands at -16
